p53null 32C tox = qHTS Screen for Compounds that Selectively Target Cancer Cells with p53 Mutations: Cytotoxicity of p53 Null Cells at the Permissive Temperature; H1299-neo p53 null cells, ATP luminescence, 24 h, 32C; Potency, µM (highest dose often 46.1 µM), for inactives: top-dose activity change, negative = cytotoxicity, actives largely listed as cytotoxic; actives 0.62% (n = 55,000); AID 903, 2007;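 also: potency is read from the fitted curve at half-maximal effect; 0% = DMSO only and -100% = full killing by 100 µM tamoxifen; nearly all actives have a fitted effect of over 55% in size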
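ATP-content luminescence in p53-null H1299-neo cells after 24 h compound exposure (up to 46 uM) at 32C permissive temperature; 0% and 100% killing set by DMSO and 100 uM tamoxifen; Hill-equation AC50.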
GALK inhibitor = qHTS Assay for Inhibitors of Human Galactokinase (GALK): NCGC Sytravon Library Screen | Potency, µM (highest dose often 57.5 µM), inactives show top-dose activity, negative = inhibition, hits mostly inhibitors | 44,000 tested, under 10 active | AID 1347072, 2019 | recombinant GALK, Kinase-Glo ATP luminescence, 1 h;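 also: plate controls were full GALK reaction for no effect and reaction lacking GALK for full effect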
Target sequence (P51570 whole entry, looked up): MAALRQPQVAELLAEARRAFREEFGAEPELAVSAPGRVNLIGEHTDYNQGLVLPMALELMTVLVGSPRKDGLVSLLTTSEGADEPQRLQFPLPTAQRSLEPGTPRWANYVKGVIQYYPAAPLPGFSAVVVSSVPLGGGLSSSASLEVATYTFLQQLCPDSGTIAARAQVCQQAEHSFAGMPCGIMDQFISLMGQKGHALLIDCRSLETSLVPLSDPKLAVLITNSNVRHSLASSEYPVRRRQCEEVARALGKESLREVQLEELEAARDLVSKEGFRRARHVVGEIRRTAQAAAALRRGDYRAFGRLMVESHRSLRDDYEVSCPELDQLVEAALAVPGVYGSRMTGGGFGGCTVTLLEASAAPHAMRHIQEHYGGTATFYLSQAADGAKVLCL
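Compounds were pinned into ATP buffer, then GALK-galactose mix was added (final 5 nM enzyme, 35 uM ATP, 100 uM galactose, pH 8.0). After 1 h at room temperature, Kinase-Glo Plus was added and luminescence read.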
FH mod = Identification of activators of human fumarate hydratase by quantitative high-throughput screening. Fumarate hydratase, mitochondrial (Homo sapiens), P07954. FH coupled MDH/diaphorase resazurin fluorescence, 15 min. Potency, µM (titrated, usually from 79.9 µM), without a hit: at the top dose activity change, negative = inhibition, actives largely listed as inhibitors. actives 0.22% (n = 54,000); also: potency is read from the fitted curve at half-maximal effect; % is scaled to controls: 0 for no effect and ±100 for the full control effect; the screen sought activators but most active calls are inhibition curves; nearly all actives have a fitted effect of over 45% in size
NTMT1 inhibitor = Primary qHTS for Inhibitors of N-terminal methyltransferase 1 (NTMT1): MTaseGlo Assay | actives 2.5% (n = 59,000) | N-terminal Xaa-Pro-Lys N-methyltransferase 1 (Homo sapiens), Q9BV86 | NTMT1 MTase-Glo SAH luminescence, purified enzyme | Potency, µM (doses to about 114 µM), for the others: at the highest dose activity change, negative = inhibition, most hits filed as inhibitors;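 also: potency is read from the fitted curve at half-maximal effect; plate controls were DMSO vehicle for no effect and no enzyme for full effect; nearly all actives have a fitted effect of over 65% in size; many of its hits are not listed in these tables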
Target sequence (Q9BV86 whole entry, looked up): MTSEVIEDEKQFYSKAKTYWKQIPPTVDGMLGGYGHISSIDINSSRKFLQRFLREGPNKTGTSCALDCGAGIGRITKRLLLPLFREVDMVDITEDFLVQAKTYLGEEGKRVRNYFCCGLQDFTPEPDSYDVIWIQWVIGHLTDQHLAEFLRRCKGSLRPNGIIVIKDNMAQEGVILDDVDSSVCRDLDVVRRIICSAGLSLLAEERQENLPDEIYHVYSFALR
p53null 39C kill = qHTS Screen for Compounds that Selectively Target Cancer Cells with p53 Mutations: Cytotoxicity of p53 Null Cells at the Nonpermissive Temperature; Potency, µM (highest dose often 46.1 µM), without a hit: at the top dose activity, negative = cell killing, usual class: cytotoxic; H1299 p53-null (neo) cells, 39C, ATPlite viability, 24 h; actives 0.97% (n = 55,000);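 also: potency is read from the fitted curve at half-maximal effect; 0% = DMSO only and -100% = full killing by 100 µM tamoxifen; nearly all actives have a fitted effect of over 50% in size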
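H1299 lung cancer cells, p53-null (H1299-neo) or expressing p53 A138V (H1299-p53A138V), were plated overnight at 37C, then exposed to compounds at up to 46 uM for 24 hr at 39C. Viability was read by ATP-based luminescence.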
B2AR arrestin ag = qHTS assay of beta-arrestin-biased ligands of beta2-adrenergic receptor: NCGC Sytravon Library Screen | HTLA Tango cells, beta-arrestin recruitment, luciferase luminescence, 18 h | Potency, µM (doses to about 46.1 µM), inactives show at the highest dose activation, usual class: activators | 44,000 tested, under 10 active | AID 1347077, 2019;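 also: potency is read from the fitted curve at half-maximal effect; 0% = DMSO and full agonism = EC100 isoproterenol or metaproterenol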
Target sequence (P07550 whole entry, looked up): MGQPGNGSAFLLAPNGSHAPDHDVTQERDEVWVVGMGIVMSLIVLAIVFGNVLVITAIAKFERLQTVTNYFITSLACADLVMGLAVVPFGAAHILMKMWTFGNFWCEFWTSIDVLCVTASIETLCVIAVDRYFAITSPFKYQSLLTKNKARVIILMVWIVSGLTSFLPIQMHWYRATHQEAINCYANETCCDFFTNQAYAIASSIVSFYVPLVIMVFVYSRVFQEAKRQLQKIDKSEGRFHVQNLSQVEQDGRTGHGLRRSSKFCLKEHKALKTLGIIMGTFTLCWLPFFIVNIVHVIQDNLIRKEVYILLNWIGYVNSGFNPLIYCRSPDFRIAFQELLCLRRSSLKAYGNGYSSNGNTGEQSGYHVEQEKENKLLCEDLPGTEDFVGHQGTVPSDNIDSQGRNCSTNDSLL
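Luminescence read-out: arrestin recruitment to recombinant beta2-AR releases tTA, inducing luciferase. Cells exposed 18 hr at 37 degrees C to up to 46 microM compound; %Activity from corrected signal, concentration-response curves classified by r2, magnitude and efficacy.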
PTAP-TSG101 blk = qHTS Validation Assay for Inhibitors of HIV-1 Budding by Blocking the Interaction of PTAP/TSG101: Sytravon Library Screen; Tumor susceptibility gene 101 protein (Homo sapiens), Q99816; Fluorescence polarization, FITC-PTAP peptide/Tsg101, 20 min; Potency, µM (doses to about 115 µM), inactives show at the highest dose activity change, negative = inhibition, hits mostly inhibitors; 44,000 tested, under 10 active; AID 1347069, 2019; also: potency is read from the fitted curve at half-maximal effect; 0% is about no effect
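Fluorescence polarization: Tsg101 binding domain (10 uM final) in 10 mM HEPES pH 7.5, 0.15 M NaCl, 0.01% Tween 20, 3 mM EDTA, 0.1 mM TCEP; compounds pinned; FITC-PTAP peptide 50 nM final; 20 min, r.t.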
* hit, by the source's call; ? = inconclusive; · = not tested or not shown; [ ] = another dose, or the depositor's remark. Calls follow the shape of the dose curve; as a rule, active = well fitted curve in the direction sought with a large enough effect; inconclusive = small, poorly fitted or top-dose-only effect, or another doubt; inactive = no such curve, though single readings can be large; an effect the other way counts as inactive or inconclusive.

SMILES | p53null 32C tox | GALK inhibitor | FH mod | NTMT1 inhibitor | p53null 39C kill | B2AR arrestin ag | PTAP-TSG101 blk
CCOCCCn1c(SCC(=O)OCC)nc2c(sc3ccccc32)c1=O | 2% | -4% | -28% | ? | 3% | -1% | -4%
COc1ccc(-c2cn3c(n2)sc2cc(C(=O)Nc4cccc(SC)c4)ccc23)cc1 | 23% | -2% | -11% | 15% | 14% | 2% | 2%
CCc1ccc2oc(-c3cccc(NC(=O)c4cc5ccccc5o4)c3)nc2c1 | -6% | -3% | -1% | -9% | -11% | 1% | 3%
CCCS(=O)(=O)c1nc(S(=O)(=O)c2ccc(C)cc2)c(NCc2ccccc2)s1 | 6% | -1% | -10% | 12% | 1% | -3% | -1%
CCOC(=O)Cn1c(=O)n(CC2CCCO2)c2nc(-c3ccccc3Cl)nc(C(N)=O)c21 (configuration not stated) | 0% | 1% | -8% | 25% | 1% | 0% | -3%
COc1ccccc1CNC(=O)C1CCCN(c2nn3cc(-c4ccc(F)cc4)nc3s2)C1 (configuration not stated) | -3% | 2% | ? | 6% | 4% | 2% | 1%
O=c1c2sc3ccccc3c2n(Cc2cccc(C(F)(F)F)c2)c(=O)n1Cc1ccco1 | -3% | -6% | -7% | 11% | 10% | 0% | 2%
COc1ccc(CN(C)c2ccc(-c3nc(-c4ccccc4)no3)cc2[N+](=O)[O-])cc1 | 0% | 1% | 0% | 2% | 4% | -2% | -3%
COc1ccc(C2c3c(-c4ccccc4)n[nH]c3C(=O)N2c2ccc(C(=O)O)cc2)c(OC)c1 (configuration not stated) | 13% | 6% | -13% | -13% | 11% | -2% | -7%
COc1cccc(C(=O)Nc2nc3nc(-c4ccccc4)cc(=O)n3[nH]2)c1 | -9% | ? | -12% | 0% | -13% | -2% | -4%
COc1ccccc1C(=O)NCCSc1c(C)[nH]c2ccccc12 | 5% | -4% | ? | 8% | 9% | -2% | -7%
CCOc1ccc(NC(=O)c2ccc3c(SCC(=O)O)c4c(nc3c2)CCCC4)cc1 | 2% | -3% | -28% | ? | -20% | 1% | -2%
COc1cc(C2C(=O)N(C3CCCCC3)CC(=O)N2C2CCCC2)ccc1OC(C)C (configuration not stated) | -3% | 1% | · | · | 7% | 0% | 1%
O=C(Nc1ccccc1C(F)(F)F)C1(S(=O)(=O)c2ccc(Cl)cc2)CC1 | 3% | -3% | -4% | 8% | 6% | -2% | -5%
Cc1cc(C)c(NC(=O)COc2ccc3c(C)cc(=O)oc3c2)c(C)c1 | -8% | -1% | -12% | -20% | 9% | -2% | -2%
O=C(Nc1cc(-c2nc3ccccc3o2)ccc1Cl)c1cc([N+](=O)[O-])ccc1N1CCOCC1 | 1% | 2% | 1% | 22% | 0% | 0% | 2%
Cc1cc(NC(=O)CN2C(=O)c3cccnc3Sc3ccccc32)ccc1Br | 55%[activator] | -2% | ? | 10% | 54%[activator] | 2% | 0%
CN(C)CCNC(=O)c1ccc2c(=O)n3c(nc2c1)CCCCC3 | 2% | 0% | -15% | -1% | -1% | -2% | -7%
CCCSc1ncc(Cl)c(C(=O)N2CCN(c3ccc(OC)cc3)CC2)n1 | -8% | -2% | -9% | -11% | 9% | 0% | 0%
CC(C)N1CCc2c(sc(NC(=O)c3ccc(S(=O)(=O)N(C)C4CCCCC4)cc3)c2C(N)=O)C1 | -11% | -8% | ? | -2% | -1% | -2% | 27%
COc1cc(NC(=O)c2nn(C)c3c2CS(=O)(=O)c2ccccc2-3)cc(OC)c1 | -6% | -2% | -12% | 12% | -17% | 1% | 0%
Cc1ccc2scc(N3CCN(c4ccc(F)cc4)CC3)c(=O)c2c1 | 16% | 1% | -3% | -10% | ? | 0% | 3%
COc1ccccc1/C=C/c1nc(C#N)c(N2CCCCC2)o1 | 7% | -5% | -13% | 5% | -17% | -1% | 0%
Cc1ccc(C)c(CN2C(=O)c3ccccc3Sc3ccc(C(=O)NCc4ccc5c(c4)OCO5)cc32)c1 | 0% | 2% | -10% | 21% | 13% | 1% | -3%
CC1CCC(NC(=O)c2ccc3c(c2)N(Cc2ccccc2F)C(=O)c2ccccc2S3)CC1 (configuration not stated) | 12% | -3% | -22% | -1% | -1% | 2% | 0%
(list continues)
SMILES | p53null 32C tox | GALK inhibitor | FH mod | NTMT1 inhibitor | p53null 39C kill | B2AR arrestin ag | PTAP-TSG101 blk
CCc1ccc(NC(=O)c2cc3c(COC(C)=O)cnc(C)c3oc2=O)cc1 | -6% | -2% | 1% | 0% | 16% | 0% | -1%
Cc1cc(C)cc(OCC(=O)Nc2ccc(-c3nc4ncccc4o3)cc2C)c1 | 2% | 1% | -1% | -3% | 7% | 0% | -5%
COc1ccc(C(=O)Nc2ccc3nc(SCC(=O)N4CCc5ccccc54)sc3c2)cc1 | -25% | 6% | 3% | 6% | 5% | -3% | -1%
Cc1ccccc1OCC(=O)Nc1ccc(OCc2cc(=O)n3ccsc3n2)cc1 | -8% | 8% | -1% | ? | -10% | 0% | 1%
COc1cc(C(=O)N2CCC(c3nc4ccccc4s3)CC2)cc(OC)c1OC | -4% | 0% | 1% | -1% | -4% | -2% | 2%
COc1cc(Nc2ncc3c(n2)CCN(Cc2cc(Br)cs2)C3)cc(OC)c1 | -5% | -2% | -12% | -13% | -18% | -1% | 1%
Cc1nc2ccc(S(=O)(=O)NCC(=O)Nc3ccc(F)cc3F)cc2s1 | -16% | 3% | -11% | -2% | -13% | -4% | 3%
Cc1ccc(OC(=O)CSc2nnc(-c3cccs3)o2)c(C)c1 | 3% | 1% | 2% | 16% | ? | -2% | 2%
COC(=O)c1sc2ccccc2c1S(=O)(=O)N1CCN(c2ccc(C(C)=O)cc2)CC1 | -9% | -1% | -11% | -7% | -12% | -1% | 1%
COc1ccc2[nH]cc(S(=O)(=O)c3ccc(C)c(C)c3)c(=O)c2c1 | ? | 0% | 8% | 2% | -3% | 1% | -2%
Cc1ccc2nc(/C(C#N)=C/c3ccccc3F)[nH]c2c1 | -5% | -1% | -5% | 13% | -20% | 0% | -1%
CC(C)OC(=O)c1cccc(NC(=O)Cn2nnc3sc4c(c3c2=O)CCCC4)c1 | -4% | 1% | -19% | -28% | -16% | 0% | -2%
CCOC(=O)N1CCc2c(sc(NCc3cccs3)c2C(=O)Nc2cc(Cl)ccc2OC)C1 | 20% | -5% | ? | 32%[activator] | -15% | 2% | 4%
CC(C)c1ccc(-c2noc(SCC(=O)N3CCN(c4ccccc4F)CC3)n2)cc1 | ? | 4% | -20% | -4% | -26% | 0% | 1%
Cc1ccc(C)c(N2CCN(C(=O)CCCCCn3c(=O)[nH]c4ccccc4c3=O)CC2)c1 | ? | 0% | -12% | 12% | 4% | -3% | -7%
Cc1ccccc1CN1C(=O)c2ccccc2Sc2ccc(C(=O)N3CCCC3)cc21 | 19% | -1% | -25% | ? | 14% | 8% | -4%
Cc1ccc(NC(=O)C2CCN(c3cc(C)nc4c(-c5ccc(Cl)cc5)c(C)nn34)CC2)c(C)c1 | 5% | 8% | -11% | 7% | 1% | 1% | 0%
Cc1ccc(N2CC(NC(=O)c3cccs3)CC2=O)cc1 (configuration not stated) | 4% | -5% | -4% | 7% | 2% | -4% | 0%
COc1ccc(Cn2c(=O)c3oc4ccccc4c3n(Cc3cccc(F)c3)c2=O)cc1 | -6% | 1% | -9% | -3% | -11% | 1% | -3%
CCc1ccc(NC(=O)CN(Cc2ccccc2)S(=O)(=O)c2ccc3nc(C)sc3c2)cc1 | 0% | 1% | -30% | -3% | 4% | -1% | -2%
Cc1nc(-c2ccc(S(=O)(=O)Nc3ccc(OC(F)(F)F)cc3)cc2)co1 | 7% | -11% | 1% | 12% | 37%[activator] | -1% | 2%
Cc1ccc(S(=O)(=O)CCC(=O)Nc2ccc(OC(F)(F)F)cc2)cc1 | -3% | 0% | -3% | 7% | ? | -1% | -5%
CCn1nc(C)c2c(-c3ccccc3)cc(=O)n(C(C)C(=O)NCCc3ccc(OC)c(OC)c3)c21 (configuration not stated) | 1% | 3% | -17% | ? | -2% | 0% | 0%
Cc1ccc(C)c(N2C(=O)N(Cc3c(F)cccc3Cl)c3ccccc3S2(=O)=O)c1 | 1% | -1% | -8% | -3% | 8% | -1% | 1%
CCN(Cc1ccccc1)C(=O)C1CCN(c2ncnc3c2nc2n3CCCCC2)CC1 | -8% | 0% | -1% | -19% | -7% | 0% | 2%
Cc1cc(C)cc(OCC(=O)NC(Cc2c[nH]c3ccccc23)C(=O)O)c1 (configuration not stated) | 0% | -3% | 10% | 8% | 4% | -2% | -3%
Cc1nc2c(C(=O)NCCc3ccccc3)cnn2c(C)c1Cc1c(F)cccc1Cl | 14% | -7% | ? | -13% | -4% | 0% | -3%

An excerpt from further up:
SMILES | p53null 32C tox | GALK inhibitor | FH mod | NTMT1 inhibitor | p53null 39C kill | B2AR arrestin ag | PTAP-TSG101 blk
CCc1ccc(NC(=O)CN(Cc2ccccc2)S(=O)(=O)c2ccc3nc(C)sc3c2)cc1 | 0% | 1% | -30% | -3% | 4% | -1% | -2%
Cc1nc(-c2ccc(S(=O)(=O)Nc3ccc(OC(F)(F)F)cc3)cc2)co1 | 7% | -11% | 1% | 12% | 37%[activator] | -1% | 2%
Cc1ccc(S(=O)(=O)CCC(=O)Nc2ccc(OC(F)(F)F)cc2)cc1 | -3% | 0% | -3% | 7% | ? | -1% | -5%
CCn1nc(C)c2c(-c3ccccc3)cc(=O)n(C(C)C(=O)NCCc3ccc(OC)c(OC)c3)c21 (configuration not stated) | 1% | 3% | -17% | ? | -2% | 0% | 0%
Cc1ccc(C)c(N2C(=O)N(Cc3c(F)cccc3Cl)c3ccccc3S2(=O)=O)c1 | 1% | -1% | -8% | -3% | 8% | -1% | 1%
CCN(Cc1ccccc1)C(=O)C1CCN(c2ncnc3c2nc2n3CCCCC2)CC1 | -8% | 0% | -1% | -19% | -7% | 0% | 2%
Cc1cc(C)cc(OCC(=O)NC(Cc2c[nH]c3ccccc23)C(=O)O)c1 (configuration not stated) | 0% | -3% | 10% | 8% | 4% | -2% | -3%
Cc1nc2c(C(=O)NCCc3ccccc3)cnn2c(C)c1Cc1c(F)cccc1Cl | 14% | -7% | ? | -13% | -4% | 0% | -3%

Source: PubChem BioAssay

Some of the compounds tested. The share of hits here may be higher or lower than overall.
